m-calpain inh – calpain II (pig) inhibition; hit rate 0.37% among 220,000; inhibition, % at 16 µM; purified calpain II, fluorogenic peptide substrate, 30 min;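 active = inhibition above about 50%, limit read from the data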
zVAD death inh – L929 zVAD cell death inhibition; L929 zVAD necroptosis rescue, ATP luminescence, 24 h; with zVAD 60 µM; viability rescue, % at 10 µM; hit rate 0.38% among 220,000; AID 1377;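 active = activation, scaled between plate controls, above about 75%, limit read from the data; inactive = activation under that limit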;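 note: 0% = zVAD with DMSO and 100% = DMSO alone without zVAD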
PERK inhibitor – blocks human PERK kinase | Q9NZJ5 | inhibition, % at 5.6 µM | AID 1416 | hit rate 0.17% among 220,000 | CHO PERK-DD fusion, SEAP luminescence translation reporter;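 active = inhibition above the mean inhibition of all tested compounds plus 3 SD, set separately per screening campaign, cut at about 2.9% in these data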;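 note: PERK kinase domain activated by AP20187 dimerizer at 100 nM; 0% = DMSO with dimerizer and 100% = rapamycin at 8.4 µM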
eIF4E 4G PPI – blocks eIF4E binding to eIF4G; inhibition, % at 21.7 µM; TR-FRET eIF4E-eIF4GI(517-606) binding, 2 h; hit rate 0.37% among 220,000; AID 782; P63073+Q04637;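 active = inhibition above about 30%, limit read from the data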;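 note: 0% = full FRET control wells and 100% = background wells lacking eIF4GI fragment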
Target sequence (P63073 whole entry, looked up, the tested form may be a part): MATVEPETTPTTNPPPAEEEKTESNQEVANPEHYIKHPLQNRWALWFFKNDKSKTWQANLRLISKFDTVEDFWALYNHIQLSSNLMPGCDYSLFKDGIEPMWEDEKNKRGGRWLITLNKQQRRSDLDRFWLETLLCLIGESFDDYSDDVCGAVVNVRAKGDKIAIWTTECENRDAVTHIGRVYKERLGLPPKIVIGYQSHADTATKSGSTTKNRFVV
Target sequence (Q04637 whole entry, looked up, the tested form may be a part): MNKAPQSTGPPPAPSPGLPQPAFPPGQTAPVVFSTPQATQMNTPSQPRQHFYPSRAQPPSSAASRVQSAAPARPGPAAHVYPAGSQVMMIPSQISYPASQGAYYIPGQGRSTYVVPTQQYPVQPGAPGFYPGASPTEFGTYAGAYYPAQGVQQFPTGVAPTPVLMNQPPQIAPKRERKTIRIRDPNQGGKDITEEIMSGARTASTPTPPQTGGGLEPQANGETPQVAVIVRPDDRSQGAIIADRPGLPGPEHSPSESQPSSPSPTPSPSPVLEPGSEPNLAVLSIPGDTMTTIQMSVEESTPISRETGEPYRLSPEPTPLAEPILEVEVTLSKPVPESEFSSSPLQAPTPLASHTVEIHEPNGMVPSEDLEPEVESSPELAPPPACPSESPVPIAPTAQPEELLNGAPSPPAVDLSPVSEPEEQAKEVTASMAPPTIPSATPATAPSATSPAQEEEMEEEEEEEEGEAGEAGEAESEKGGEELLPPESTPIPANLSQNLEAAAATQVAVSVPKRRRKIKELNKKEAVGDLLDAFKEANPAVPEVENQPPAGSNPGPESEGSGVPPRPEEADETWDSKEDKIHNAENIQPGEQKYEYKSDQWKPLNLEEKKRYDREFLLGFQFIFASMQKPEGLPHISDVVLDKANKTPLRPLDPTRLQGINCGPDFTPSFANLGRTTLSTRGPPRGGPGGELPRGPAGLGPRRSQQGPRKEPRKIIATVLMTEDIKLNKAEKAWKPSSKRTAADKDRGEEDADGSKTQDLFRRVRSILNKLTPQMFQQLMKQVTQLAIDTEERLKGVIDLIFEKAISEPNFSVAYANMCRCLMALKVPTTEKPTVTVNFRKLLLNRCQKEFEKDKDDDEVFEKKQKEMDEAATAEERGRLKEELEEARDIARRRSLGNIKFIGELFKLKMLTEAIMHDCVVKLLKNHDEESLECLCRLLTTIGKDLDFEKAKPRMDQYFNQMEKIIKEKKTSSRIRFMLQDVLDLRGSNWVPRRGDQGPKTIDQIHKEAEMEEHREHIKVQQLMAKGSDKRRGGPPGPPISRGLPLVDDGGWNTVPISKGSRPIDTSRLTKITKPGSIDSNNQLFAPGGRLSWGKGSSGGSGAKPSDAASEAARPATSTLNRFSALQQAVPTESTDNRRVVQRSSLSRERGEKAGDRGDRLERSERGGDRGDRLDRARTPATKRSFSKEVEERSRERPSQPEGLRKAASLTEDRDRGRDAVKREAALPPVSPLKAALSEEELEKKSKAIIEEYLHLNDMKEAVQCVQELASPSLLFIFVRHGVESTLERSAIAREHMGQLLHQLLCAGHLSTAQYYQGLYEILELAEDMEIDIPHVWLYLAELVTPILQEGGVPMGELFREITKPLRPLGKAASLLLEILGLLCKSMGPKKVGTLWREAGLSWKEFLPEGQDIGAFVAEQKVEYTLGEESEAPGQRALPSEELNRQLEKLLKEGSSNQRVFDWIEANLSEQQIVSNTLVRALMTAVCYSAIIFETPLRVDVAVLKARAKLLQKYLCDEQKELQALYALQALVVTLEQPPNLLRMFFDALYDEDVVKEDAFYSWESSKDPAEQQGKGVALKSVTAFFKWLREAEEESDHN
MDM2 E3 inh – inhibitors of human Mdm2 E3 ubiquitin ligase; Q00987; cell-based MDM2 ubiquitination luciferase reporter, 2 h; 0 = plate control, 100 = twice control, blank-subtracted; signal enhancement, % at 5 µM; hit rate 0.11% among 210,000; AID 1230;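 active = signal enhancement of 30% or more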;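 note: luminescence tracks abundance of the self-degrading MDM2-luciferase fusion protein; higher signal means inhibition of MDM2 E3 ligase activity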
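Timing – 2 h compound exposure at 37 °C · Assay system – mammalian cells stably expressing self-ubiquitinating, self-degrading MDM2 E3–luciferase fusion · Amount – 2000 cells seeded into each well · Measure – % luminescence enhancement versus blank-corrected plate control mean · Measured by – SteadyLite luminescence, 15 min reagent step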
EBV gp42 block – blocks Epstein-Barr virus glycoprotein 42 binding | Fluorescence polarization binding assay, mP read-out | inhibition, % (tested at 21.74 µM) | hit rate 0.42% among 220,000 | AID 1085; in the data active = inhibition above about 50%
TNF necrop inh – TNF-alpha cell death inhibition in Jurkat FADD-/- cells; hit rate 0.068% among 220,000; Jurkat FADD-/- TNF necroptosis rescue, ATP luminescence, 24 h; 0 = TNF only, 100 = no-TNF cells; activation (protection from cell death), % at 10 µM;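 active = activation, meaning protection from cell death, of at least 50% relative to plate controls; inactive = activation below 50%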;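 note: necroptosis triggered by 40 ng/mL TNF-alpha added together with compound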
Rad51 HR inh – blocks human Rad51 in homologous recombination. hRad51 DNA strand exchange, fluorescence dequenching. inhibition, % at 10 µM. hit rate 0.085% among 200,000. AID 1385;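 active = inhibition above 40% at the single screening dose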;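 note: 0% = DMSO control wells and 100% = blanks with heterologous ssDNA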
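material = hRad51 filaments on single-stranded DNA | timing = filaments 15 min 37 °C, then compound 30 min | signal = FRET fluorescence dequenching, excitation 485 nm, emission 520 nm | benchmarks = control wells and blank wells on each plate | evaluation = percent inhibition relative to plate controls and blanks | compound = 10 µM final, single point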
KCC2 mod – modulates chloride dependent transport by human KCC2. Q9H2X9. KCC2 cells, thallium flux FluoZin-2 fluorescence. B-score of Tl+ flux slope (higher = more flux/activation; lower = inhibition) at 10 µM. hit rate 2.2% among 190,000;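 active = thallium flux slope and its plate-corrected score both differing from the plate sample mean at a set confidence after two filtering rounds, in either direction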;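 note: slope of fluorescence scaled to starting intensity during 10 to 20 s after thallium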
* = called active by the depositor; nt = no result given; [ ] = dose if it differs, or a comment. Not a hit list; about 3.6% have a hit in one of these screens.

SMILES	m-calpain inh	zVAD death inh	PERK inhibitor	eIF4E 4G PPI	MDM2 E3 inh	EBV gp42 block	TNF necrop inh	Rad51 HR inh	KCC2 mod
Cc1ccccc1NC(=S)NCc1cccs1	-29	-1.5	0.9	4[fluorescence artefact?]	nt	-6	-16	8	0.75
COc1ccc(-c2cc(-c3cccs3)c(C#N)c(SCC(=O)NCc3ccco3)n2)cc1	-5	-0.5	-1.2	14[fluorescence artefact?]	-5	-12	-14	-4	0.031
CC1(C(=O)O)C=CCN1C(=O)c1ccccc1 (configuration not stated)	-15	5.0	0.8	2[fluorescence artefact?]	nt	-16	2.3	-3	0.83
Cn1c(=O)oc2cc(S(=O)(=O)N3CCC(C(=O)NCC4COc5ccccc5O4)CC3)ccc21 (configuration not stated)	-16	-0.2	0.3	4	-11	3	0.5	1	-0.78
CCOC(=O)CNC(=O)CSc1nc2ncc(Br)cc2[nH]1	-53	1.4	-0.2	3	-23	-9	1.7	-5	0.47
C/C(=N\NC(=O)c1cc(C)nc2ccccc12)c1ccc([N+](=O)[O-])cc1	-13	42	-0.3	-2	0	-2	-0.4	-13	nt
CCOC(=O)C1(Cc2ccc(OC)cc2)CCN(C(=O)CN2CCN(CC)CC2)CC1	-2	-1.1	1.2	0	-9	-8	-0.7	10	-0.44
Cc1cc(C)n(C2CC(=O)N(c3ccccc3)C2=O)n1 (configuration not stated)	-5	1.8	1.3	1	nt	16	0.6	-4	0.81
O=C(N/N=C/c1ccc(Sc2nc3ccccc3[nH]2)o1)c1ccncc1	16	1.6	0.6	14	9	-19	10.0	9	-2.3
CC(C)(C)NC(=O)C(c1ccc(O)cc1)N(C(=O)CCC(=O)Nc1nccs1)c1ccc(F)cc1 (configuration not stated)	-49	4.3	0.7	-2	-9	-1	0.2	1	-0.8
O=C(COC(=O)Cn1cnc2ccccc21)Nc1cccc(S(=O)(=O)N2CCOCC2)c1	-40	0.3	0.2	0	0	4	-0.7	16	1.7
COc1ccc(-n2c3c(cc(C(=O)NCc4ccco4)c2=O)C(=O)CC(C)(C)C3)cc1	-31	-1.9	-1.7	3	-7	-5	0.7	-10	2
CCC(C)NS(=O)(=O)c1ccc(OCC(=O)NCc2cccnc2)cc1 (configuration not stated)	5	-0.4	1.8	-1	-10	-23	-3.5	-1	0.11
CC(=O)c1c(C)n(-c2ccccc2)c2ccc(O)cc12	-3	-0.2	0.8	0	-2	6	-2.1	9	nt
Cc1ccc(C(=O)NNC(=O)C2CCCN(c3ncccn3)C2)cc1 (configuration not stated)	-22	-0.2	0.5	5	-24	-11	-3.5	-3	nt
Cc1ccc(S(=O)(=O)N2CCSC2=Nc2ccccc2)cc1	-2	-0.1	0.5	-12	nt	-14	-0.3	-39	-1.7
CCCNC(=O)N1CCN(S(C)(=O)=O)CC1	-2	1.5	0.1	-2	-26	-6	-0.4	-5	1.5
CCc1cc2cc(C)cc(C)c2nc1SCC(=O)N1CCCC1	-12	1.2	0.3	-2	nt	-1	1.0	8	nt
O=C(NC(=S)NCC1CCCO1)c1ccc([N+](=O)[O-])cc1 (configuration not stated)	-11	0.1	-0.2	-5	-6	4	0.8	-8	2.7
CN(C(=O)c1ccccc1Cl)C1CCCCC1	5	-0.1	2.0	2	-11	-25	-1.6	-1	-0.034
Cc1[nH]c2ccccc2c(=O)c1SC(F)(F)C(F)C(F)(F)F (configuration not stated)	-26	0.3	0.5	5	-15	2	-0.8	-7	-0.019
COc1ccc(C)cc1NC(=O)CN(C)S(=O)(=O)c1cccs1	-26	0.1	-1.3	-6[fluorescence artefact?]	-9	-6	-1.6	9	-1.2
CC(C)CN(CC(C)C)C1=N/C(=C\c2ccco2)C(=O)N1c1ccccc1	-401	0.0	1.1	1	-9	-21	-1.8	-12	-0.017
CCn1cc(C2=NOC(C(=O)Nc3cccc(C(C)=O)c3)C2)c(C)n1 (configuration not stated)	-8	-0.5	-1.0	-6	-20	-3	-2.9	-9	nt
CC(C)(C)c1cc[n+](CC(=O)Nc2cc(C(F)(F)F)ccc2N2CCOCC2)cc1	5	1.9	0.6	0	-4	-10	0.0	16	0.073
Cc1ccc(C(=O)Nc2c(C)cc(-c3ccc(Cl)cc3)oc2=O)cc1	-190	-0.4	0.1	2	-3	-4	-2.2	-2	nt
COc1cc(/C=N\Nc2nc3ccccc3o2)cc(OC)c1OC	-7	nt	-0.7	-6	nt	-17	16	4	-0.88
COc1ccc(NC(=O)CSc2nnc(C3CCCCC3)n2N)cc1	6	-0.1	0.2	-4	-11	-18	1.7	nt	0.062
CC(OC(=O)CCC(=O)c1cccs1)C(=O)Nc1ccc(Cl)cn1 (configuration not stated)	-10	0.3	1.2	1[fluorescence artefact?]	-12	3	0.8	-3	-1.2
Cn1ncc(C#N)c1/N=C/N1CCCCC1	-16	0.4	1.0	-3[fluorescence artefact?]	-8	-8	-0.1	2	nt

Sorted by molar mass (largest number first): six of the compounds above
SMILES	m-calpain inh	zVAD death inh	PERK inhibitor	eIF4E 4G PPI	MDM2 E3 inh	EBV gp42 block	TNF necrop inh	Rad51 HR inh	KCC2 mod
CC(C)(C)c1cc[n+](CC(=O)Nc2cc(C(F)(F)F)ccc2N2CCOCC2)cc1	5	1.9	0.6	0	-4	-10	0.0	16	0.073
CC(C)CN(CC(C)C)C1=N/C(=C\c2ccco2)C(=O)N1c1ccccc1	-401	0.0	1.1	1	-9	-21	-1.8	-12	-0.017
COc1ccc(C)cc1NC(=O)CN(C)S(=O)(=O)c1cccs1	-26	0.1	-1.3	-6[fluorescence artefact?]	-9	-6	-1.6	9	-1.2
CCc1cc2cc(C)cc(C)c2nc1SCC(=O)N1CCCC1	-12	1.2	0.3	-2	nt	-1	1.0	8	nt
COc1cc(/C=N\Nc2nc3ccccc3o2)cc(OC)c1OC	-7	nt	-0.7	-6	nt	-17	16	4	-0.88
CN(C(=O)c1ccccc1Cl)C1CCCCC1	5	-0.1	2.0	2	-11	-25	-1.6	-1	-0.034

The list goes on.
SMILES	m-calpain inh	zVAD death inh	PERK inhibitor	eIF4E 4G PPI	MDM2 E3 inh	EBV gp42 block	TNF necrop inh	Rad51 HR inh	KCC2 mod
Cc1noc(C)c1C(=O)OCC(=O)NC(=O)NC12CC3CC(CC(C3)C1)C2	17	-0.2	0.6	2	-17	-12	0.2	-2	0.59
COCCSc1nnc(NC(=O)c2ccc(NC(=O)C(C)C)cc2)s1	-2	1.6	0.6	1	-1	-7	0.8	-11	-0.17
Nc1c(S(=O)(=O)c2cccs2)c2nc3ccccc3nc2n1/N=C/c1cccc(O)c1	-161	0.7	-0.3	-40	-10	25	-9.4	10	0.4
O=S(=O)(c1cc(Br)c(Cl)s1)N1CCCC1	24	0.9	0.0	10	-10	-6	-1.5	15	-1.3
O=C(/C=C/c1cccc([N+](=O)[O-])c1)c1cccs1	-1	-0.5	1.4	2[fluorescence artefact?]	6	-7	-24	9	1.5
CCCCCCCCCC(=O)NNC(=O)c1c(O)c2ccccc2n(CC)c1=O	-162	8.4	0.8	-4	6	2	-0.2	2	5.2*
CC(=O)C1=C(c2ccccc2)OC(N)=C(C#N)C1c1ccccc1F (configuration not stated)	-14	0.5	0.9	19[fluorescence artefact?]	17	2	0.9	3	-0.69
COc1ccc(-n2c(SC3CCOC3=O)nc3ccccc3c2=O)cc1OC (configuration not stated)	-25	-0.1	-0.1	11	-15	-13	0.4	-3	0.0098
O=C(NCc1ccccc1)c1cc2ccccc2o1	-13	1.1	-0.1	3[fluorescence artefact?]	-13	-16	-0.7	-7	0.037
COc1ccc(C)cc1NC(=O)CSc1nnc(-c2ccc(Br)cc2)o1	4	-0.1	0.5	-5[fluorescence artefact?]	-12	-12	-1.2	-3	nt
O=C(Nc1cccc(Cl)c1)NC1CCCCC1	-26	3.7	1.7	6	-17	-5	8.3	-1	nt
COc1ccc(CNc2nc3ccccc3n2CCN2CCOCC2)cc1	28	-0.3	-1.0	-3	-5	-13	1.9	-3	0.84
CCCCOc1ccc(NC(=O)Cn2c(=O)ccc3c(C)cc(C)nc32)cc1	9	0.5	0.0	0	-10	-15	3.7	-2	0.31
Fc1ccc2c(c1)[C@H]1OCC[C@H]1[C@@H](c1ccco1)N2	-13	0.1	-0.5	2	-44	-32	-1.3	-4	0.54
Nc1[nH]n2c(=O)cc(-c3ccccc3)nc2c1N=Nc1ccc2c(c1)OCO2	-95	2.8	-0.2	3	-7	31	-0.1	-3	nt
CN(Cc1cccc(F)c1)C(=O)c1ccc(S(=O)(=O)C(F)F)cc1	-26	2.0	0.7	-5	-11	-7	1.1	-1	nt
CC(=O)c1sc(N/N=C2\CC3CC2C(C)C3(C)C)nc1C (configuration not stated)	-1	0.1	0.7	6	4	-10	3.7	nt	-0.024
C=CCNC(=S)N1CCN(CCN=CC2=C(O)CC(c3ccco3)CC2=O)CC1 (configuration not stated)	-36	1.1	-0.1	-9	-16	2	0.0	-2	1.8
COC(=O)c1sccc1NC(=S)Nc1cc(C)cc(C)c1	18	0.2	0.2	4	nt	-2	0.8	nt	1.9
c1ccc2c(c1)CCN(c1nc(CN3CCOCC3)nc3sc4c(c13)CCCC4)C2	7	0.7	-1.6	-3[fluorescence artefact?]	-10	23	4.0	-6	-0.41
COc1cccc(C(=O)C[n+]2ccccc2/C=N/O)c1	7	0.6	0.3	7[fluorescence artefact?]	-7	-24	0.7	-32	0.52
CCN1CCN(S(=O)(=O)c2ccc(Cl)c(C(=O)Nc3nnc(CC(C)C)s3)c2)CC1	-25	0.1	-0.3	-7	-1	-18	-0.3	-10	-0.017
CC(=O)c1c(C)[nH]c(C(=O)OCC(=O)NCCc2ccc(F)cc2)c1C	-37	0.8	0.9	5	-3	4	-3.4	0	-2.8
O=C(O)c1cc(-c2ccc(O)cc2)nc2ccccc12	-26	-0.7	0.1	-11	-3	2	0.1	nt	1.3
CCOC(=O)/C(C(=O)Nc1ccc(Br)cc1)=C1/NC(C)(C)Cc2ccccc21	10	0.7	1.0	10	-2	-4	1.9	3	-0.37
O=C(O)CC/C(=N\Nc1ccc([N+](=O)[O-])cc1)c1ccccc1	24	0.2	0.4	0	-13	-14	-1.4	-15	nt
Cc1ccc2oc3nc(C)c(C(=O)Nc4cccc(C(F)(F)F)c4)cc3c(=O)c2c1	22	0.4	-0.3	-23[fluorescence artefact?]	-11	-8	-1.7	-4	-0.18
C/C(=N/NC(=O)CN1CCN(Cc2ccccc2Cl)CC1)c1ccncc1	4	0.3	-1.2	2[fluorescence artefact?]	-14	-7	-2.2	-5	0.31
CCN1CCN(c2cc(SC(C)C)nc(-c3ccc(OC)cc3)n2)CC1	-1	0.2	-1.4	2	-14	2	-0.8	nt	nt

Compound activity from PubChem.
